Screening results as filed in PubChem BioAssay.
Pf Dd2 inh: inhibitors of Plasmodium falciparum Dd2 growth | Potency, µM (titrated, usually from 28.9 µM), without a hit: at the highest dose activity, negative = inhibition, most hits filed as inhibitors | 120,000 compounds, 4.3% hits | P. falciparum Dd2 growth, SYBR Green, 72 h; active = well fitted inhibition curve with a large enough effect; inconclusive = small, poorly fitted or top-dose-only effect; inactive = no such curve, though single readings can be large or run the other way;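 note: plate controls were DMSO vehicle for no effect and reference drug for full effect; nearly all actives have a fitted effect of over 65% in size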
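Readout: SYBR Green fluorescence, 485 nm excitation, 535 nm emission, after ~16 h lysis at 37C. Before that, Dd2-infected red cells (2.5% hematocrit) grew 72 h with compound, 29 uM top final concentration.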
Active calls of the source: *; [ ] = another dose, or the depositor's remark. Potency is the fitted concentration of half-maximal effect. These rows are one share of the data; the hit share may differ from the screen's.

The opening 6 entries, ahead of the listing:
What do the screens show for `COc1ccc(CNC(=O)CSc2nc3ccccc3nc2Cc2ccccc2OC)cc1`?
Pf Dd2 inh: inconclusive

Results for O=C(NC1CCCN(c2cc(-c3ccccc3)[nH]n2)C1)C1CCCC1 (stereo unspecified) ?
Pf Dd2 inh: -11%

What do the screens show for `Cc1cc(C)cc(NC(=O)CSc2oc(-c3ccco3)nc2S(=O)(=O)c2ccccc2)c1`?
Pf Dd2 inh: inactive

How did CN(C)C(=O)N1CCC2(CCC(=O)N(CC3CCCO3)C2)CC1 (stereo unspecified) do in these assays?
Pf Dd2 inh: 6%

How did O=C(CN1CCOC1=O)N[C@@H]1[C@@H](Cc2ccccc2)[C@H]2OCC[C@@H]12 do in these assays?
Pf Dd2 inh: -5%

Results for O=C(NCCc1ccccc1)c1c2c(nc3ccccc13)C(=O)N(C1CCCCC1)C2 ?
Pf Dd2 inh: inactive

Results, repeating the preview:
What do the screens show for `COc1ccc(CNC(=O)CSc2nc3ccccc3nc2Cc2ccccc2OC)cc1`?
Pf Dd2 inh: inconclusive

Results for O=C(NC1CCCN(c2cc(-c3ccccc3)[nH]n2)C1)C1CCCC1 (stereo unspecified) ?
Pf Dd2 inh: -11%

What do the screens show for `Cc1cc(C)cc(NC(=O)CSc2oc(-c3ccco3)nc2S(=O)(=O)c2ccccc2)c1`?
Pf Dd2 inh: inactive

How did CN(C)C(=O)N1CCC2(CCC(=O)N(CC3CCCO3)C2)CC1 (stereo unspecified) do in these assays?
Pf Dd2 inh: 6%

How did O=C(CN1CCOC1=O)N[C@@H]1[C@@H](Cc2ccccc2)[C@H]2OCC[C@@H]12 do in these assays?
Pf Dd2 inh: -5%

Results for O=C(NCCc1ccccc1)c1c2c(nc3ccccc13)C(=O)N(C1CCCCC1)C2 ?
Pf Dd2 inh: inactive

How did Cc1oc2ncn(CC(C)C)c(=O)c2c1C(=O)NCCCN1CCC(C)CC1 do in these assays?
Pf Dd2 inh: inconclusive

How did CCOC(=O)COc1ccc(-c2nnn(CC(=O)Nc3ccccc3)n2)cc1 do in these assays?
Pf Dd2 inh: 23%

How did CN(C)[C@@H]1CN(C(=O)c2cccc(C#N)c2)C[C@H]1CO do in these assays?
Pf Dd2 inh: 9%

What do the screens show for `Cc1ccc(NC(=O)N2CCc3c(C(=O)NCc4ccncc4)cccc32)cc1`?
Pf Dd2 inh: -9%

What do the screens show for `CCOc1ccc(/C=C/c2nc(C#N)c(N3CCN(c4ccc(OC)cc4)CC3)o2)cc1`?
Pf Dd2 inh: -16%

What do the screens show for `O=C(NCCCn1nccc1C1CC1)[C@H]1CNC[C@@H](C(=O)N2CCCC2)C1`?
Pf Dd2 inh: 13%

How did Cn1nc(C(=O)N2CCCN(C(=O)C3CC3)C(c3ccccc3)CC(=O)NCC2)c2ccccc21 (stereo unspecified) do in these assays?
Pf Dd2 inh: inconclusive

What do the screens show for `CCCc1ccc(CN2CC[C@@H]3[C@@H](CCC(=O)N3CCc3cnc[nH]3)C2)o1`?
Pf Dd2 inh: inconclusive

Results for OCCCn1cnc2cc(-n3ccnc3-c3cc4n(n3)CCNC4)ccc21 ?
Pf Dd2 inh: 1%

Results for CCOc1ccc(CC(=O)N2CCC3(CC2)c2nccn2-c2ccccc2CN3C)cc1 ?
Pf Dd2 inh: inactive[5.79 µM]

What do the screens show for `O=C(NC1CCN(c2cc(-c3ccccc3)[nH]n2)CC1)c1ccsc1`?
Pf Dd2 inh: inactive

What do the screens show for `COCC(=O)Nc1ccc([C@@H](O)[C@H]2COCC(=O)N2Cc2ccccc2)cc1`?
Pf Dd2 inh: inactive

What do the screens show for `CC(C)N1CC2CCC(C1)N2Cc1ccc(-c2cncnc2)cc1`?
Pf Dd2 inh: inactive

Results for COc1ccccc1C(=O)N1CCC(Cc2nc(-c3ccccc3)no2)CC1 ?
Pf Dd2 inh: -25%

Continued (four carried over from the part before).
What do the screens show for `O=C(NC1CCN(c2cc(-c3ccccc3)[nH]n2)CC1)c1ccsc1`?
Pf Dd2 inh: inactive

What do the screens show for `COCC(=O)Nc1ccc([C@@H](O)[C@H]2COCC(=O)N2Cc2ccccc2)cc1`?
Pf Dd2 inh: inactive

What do the screens show for `CC(C)N1CC2CCC(C1)N2Cc1ccc(-c2cncnc2)cc1`?
Pf Dd2 inh: inactive

Results for COc1ccccc1C(=O)N1CCC(Cc2nc(-c3ccccc3)no2)CC1 ?
Pf Dd2 inh: -25%

Results for Cc1cccc(CSc2ccc3nnc(CCNS(=O)(=O)c4ccccc4)n3n2)c1 ?
Pf Dd2 inh: inactive

How did Cc1cccc(C)c1NC(=O)Cn1c(=O)n(Cc2ccc(C(=O)NCc3ccco3)cc2)c(=O)c2sccc21 do in these assays?
Pf Dd2 inh: inconclusive

What do the screens show for `Cc1oc(-c2cccc(Cl)c2)nc1CN1CCOCC1`?
Pf Dd2 inh: 2%

Results for CN(C1CCOCC1)C1CCN(C(=O)NCCc2ccccc2)CC1 ?
Pf Dd2 inh: 0%

Results for O=C(NCCCn1cccn1)C1CN(S(=O)(=O)c2ccccc2)CC12CCCCC2 (stereo unspecified) ?
Pf Dd2 inh: -15%

Results for CC(C)CN1CCN(c2cc(Cl)ncn2)C(=O)C1 ?
Pf Dd2 inh: -30%[44.1 µM]

How did Fc1cc(Nc2cnc3ccc(-n4ccnc4)nn23)cc(N2CCOCC2)c1 do in these assays?
Pf Dd2 inh: inconclusive

How did CCOc1cc(=O)n2c(c1C(=O)Nc1cc(F)ccc1C)CCCC2 do in these assays?
Pf Dd2 inh: 20%

What do the screens show for `CCOc1ccc(NC(=O)C2Cc3ccccc3N2C(=O)c2ccccc2)cc1` (stereo unspecified)?
Pf Dd2 inh: 20%

Results for Cc1ccc(C)c(C(=O)NC2CCCN(c3cc(-c4ccccc4)[nH]n3)C2)c1 (stereo unspecified) ?
Pf Dd2 inh: -29%

Results for Cn1cc(C#N)cc1-c1nc(COc2ccccc2)nn1CC(F)(F)F ?
Pf Dd2 inh: -22%

What do the screens show for `Cc1ccc(NC(=O)Cn2ccn3nc(-c4ccccc4)c(CO)c3c2=O)cc1C`?
Pf Dd2 inh: inactive

How did COc1cccc(C(=O)N2CCC(c3nn(-c4ccc(F)cc4)c(=O)[nH]3)CC2)c1 do in these assays?
Pf Dd2 inh: inactive

How did O=C(Nc1ccon1)c1cccn(Cc2cccc([N+](=O)[O-])c2)c1=O do in these assays?
Pf Dd2 inh: -22%

Results for COCCN1CC2(CCCN(C(=O)c3ccccc3-n3cncn3)C2)CCC1=O (stereo unspecified) ?
Pf Dd2 inh: -11%

Results for O=C(CCS(=O)(=O)c1cc(Br)cc2c1N(C(=O)C1CC1)CC2)Nc1ccc(F)cc1 ?
Pf Dd2 inh: 4µM*

What do the screens show for `CS(=O)(=O)Nc1ccc([C@H]2OCC(=O)N(Cc3ccc(F)cc3)[C@@H]2CO)cc1`?
Pf Dd2 inh: inactive

Results for Cc1ccc(CCNC(=O)CCn2nc(-c3ccc(C)cc3)ccc2=O)cc1 ?
Pf Dd2 inh: -5%

Results for CCOc1ccc(CN2C[C@@H](COC)[C@H](C(=O)N(C)C)C2)cc1 ?
Pf Dd2 inh: -16%

How did Cc1ccc(S(=O)(=O)c2nnn3c2nc(NCc2ccccc2Cl)c2sccc23)cc1 do in these assays?
Pf Dd2 inh: inconclusive

What do the screens show for `CCOc1ccc(NS(=O)(=O)c2ccc3[nH]c4c(c3c2)CCCCC4)cc1`?
Pf Dd2 inh: 1%

Results for Cc1ccc(S(=O)(=O)NCCc2sc3nc(-c4ccccc4)nn3c2C)cc1C ?
Pf Dd2 inh: inactive

How did Cc1ccc(NC(=O)CCCn2c(=O)c3cccn3c3cccnc32)cc1C do in these assays?
Pf Dd2 inh: -4%

How did COC1CN(C2CCN(C(=O)c3ccc(C)nc3)CC2)C12CCOCC2 (stereo unspecified) do in these assays?
Pf Dd2 inh: -11%

How did Cc1ccncc1C(=O)N1CCC2(CC1)CC(c1ccccc1)C(=O)N2C (stereo unspecified) do in these assays?
Pf Dd2 inh: inactive

How did O=C(Cc1cccc(Cl)c1)NC1CC(=O)N(Cc2ccc(F)cc2)C1 (stereo unspecified) do in these assays?
Pf Dd2 inh: 0%

What do the screens show for `COc1cc(NS(=O)(=O)c2cc3c(cc2C)N(C)CCO3)cc(OC)c1OC`?
Pf Dd2 inh: -12%

Results for Cc1ccc(S(=O)(=O)NC[C@H]2O[C@@H](CC(=O)N3CCOCC3)[C@H](O)[C@@H]2O)cc1 ?
Pf Dd2 inh: 7%[44.1 µM]

Results for COCCN1CCOc2nc(-c3cccc(OC(F)(F)F)c3)ncc2C1=O ?
Pf Dd2 inh: inconclusive

What do the screens show for `CS(=O)(=O)N1CCCN(C(=O)NCCc2ccccc2)CCNC(=O)CC1c1ccccc1` (stereo unspecified)?
Pf Dd2 inh: 8%

How did COc1cccc(CC(=O)NCc2nnc3ccc(-c4ccccc4)nn23)c1 do in these assays?
Pf Dd2 inh: inactive

How did NS(=O)(=O)c1ccc(CCNC(=O)Cn2c(-c3cccs3)cc3ccccc32)cc1 do in these assays?
Pf Dd2 inh: inconclusive

How did CCOc1ccc(Nc2nc(N)c(C(=O)c3ccccc3Cl)s2)cc1 do in these assays?
Pf Dd2 inh: inconclusive

What do the screens show for `FC(F)(F)c1ccc(-c2noc(-c3ncn4c3COC(c3ccccc3Cl)C4)n2)cc1` (stereo unspecified)?
Pf Dd2 inh: -12%

Results for COc1ccc(N2C(=O)CSC23CCN(C(=O)Nc2ccc(F)cc2F)CC3)cc1 ?
Pf Dd2 inh: -23%

What do the screens show for `CCCC1(C2CCN(C(=O)CCCn3cncn3)CC2)NC(=O)NC1=O` (stereo unspecified)?
Pf Dd2 inh: -17%

How did CC(C)N1C[C@H](C(=O)NCc2ccc(F)cc2F)[C@H](C(=O)O)C1 do in these assays?
Pf Dd2 inh: -18%

How did CCc1ccc(NC(=O)Cn2c(=O)n(Cc3ccc(C)cc3)c(=O)c3cccnc32)cc1 do in these assays?
Pf Dd2 inh: 34%[activator]

How did O=C1OC[C@@H]2CCN(Cc3ccccc3F)Cc3ccc(F)cc3N12 do in these assays?
Pf Dd2 inh: inactive

How did COc1ccc(N2CCN(C(CNC(=O)c3cccc(OC)c3)c3cccnc3)CC2)cc1 (stereo unspecified) do in these assays?
Pf Dd2 inh: inconclusive

How did Cc1ccc(NC(=O)N2C[C@@H](F)C[C@H]2C(=O)N2CCc3ccccc3C2)cc1 do in these assays?
Pf Dd2 inh: 12%

How did CC(C)NC(=O)NC[C@H]1O[C@@H](CC(=O)N2CCN(c3ccccc3)CC2)[C@H](O)[C@@H]1O do in these assays?
Pf Dd2 inh: 20%[44.1 µM]

How did Cn1cnc2ccc(-c3ccncc3)nc2c1=O do in these assays?
Pf Dd2 inh: inconclusive

Results for CCCCNc1nc2c(-c3cccc(C)c3)nnn2c2ccccc12 ?
Pf Dd2 inh: 21%

Results for COc1ccc(Cl)cc1NC(=O)CN(c1cc(C)cc(C)c1)S(=O)(=O)c1c(C)n[nH]c1C ?
Pf Dd2 inh: inconclusive

What do the screens show for `O=C(Nc1ccc([C@@H](O)[C@H]2COCC(=O)N2Cc2ccccc2F)cc1)C1CCCCC1`?
Pf Dd2 inh: inconclusive

Results for CC(C)(C)OC(=O)N1CCC(c2c(C(=O)N3CCN(c4ncccn4)CC3)cnn2-c2ccccc2)CC1 ?
Pf Dd2 inh: -2%

How did O=C(N[C@@H](Cn1cc(F)c(=O)[nH]c1=O)C(=O)O)c1cccs1 do in these assays?
Pf Dd2 inh: 44%[activator][44.1 µM]

Results for COc1cccc(CCC(=O)N2CCC(Cc3nc(C4CCOCC4)no3)CC2)c1 ?
Pf Dd2 inh: inactive

Results for Cc1nn(C(C)(C)C)c(OC(=O)c2cccc(F)c2)c1Sc1ccccc1 ?
Pf Dd2 inh: 3%

Results for COC1CN(c2cccc(F)c2)C12CCN(C(=O)c1cnc(C)cn1)CC2 (stereo unspecified) ?
Pf Dd2 inh: inconclusive

How did O=C(NCCc1ccncc1)C1CN(C(=O)c2cc(F)cc(F)c2)CC12CCOCC2 (stereo unspecified) do in these assays?
Pf Dd2 inh: 0%

Results for CC(O)c1cc2n(n1)CCCN(CCn1cc[nH]c1=O)C2 (stereo unspecified) ?
Pf Dd2 inh: 0%

Results for COc1ccc(/C=C\c2onc(C)c2S(=O)(=O)N2CCC(C(=O)Nc3cccc(OC)c3)CC2)cc1 ?
Pf Dd2 inh: 8.9µM*

Results for CCn1cc(CN2CCN(C(=O)c3ccc(OC)nc3)CC2)ccc1=O ?
Pf Dd2 inh: 13%

What do the screens show for `COc1ccccc1-c1[nH]nc2ncc(C(=O)NCCN3CCOCC3)nc12`?
Pf Dd2 inh: inactive

How did COc1ccc(CNC(=O)CCCn2nc(C)c3c(C)n(-c4ccccc4)nc3c2=O)cc1 do in these assays?
Pf Dd2 inh: inactive

What do the screens show for `O=C(COc1ccccc1)N1CCC2(CC1)SCC(=O)N2c1ccc(Cl)cc1`?
Pf Dd2 inh: inactive

How did CCc1noc(CN2CCC3(CCCN(C4CCOCC4)C3=O)C2)n1 (stereo unspecified) do in these assays?
Pf Dd2 inh: -15%

How did Cn1nccc1C(=O)N1CCC2(CC1)OC(=O)N(Cc1ccccc1C#N)C2(C)c1ccccc1 (stereo unspecified) do in these assays?
Pf Dd2 inh: 10µM*

Results for COc1ccc(CN2CCc3nc(N4CCOCC4)[nH]c(=O)c3CC2)c(OC)c1OC ?
Pf Dd2 inh: inactive[5.79 µM]

Results for Cc1ccc(N2CCN(C(=O)c3cn(C)c4ccc(S(=O)(=O)N5CCCC5)cc4c3=O)CC2C)cc1 (stereo unspecified) ?
Pf Dd2 inh: inconclusive
